Bioassay records deposited in PubChem BioAssay by several laboratories.
Rin1-Abl PPI inh = inhibitors of Rin1-Abl protein binding, primary screen, biochemical, TR-FRET | Tyrosine-protein kinase ABL1 (Homo sapiens) + Ras and Rab interactor 1 (Homo sapiens), … | inhibition, % at 7.35 µM | 360,000 compounds, 0.4% hits | AID 588664, 2011; in the data active means inhibition above about 5%, passing the limit was not always enough
FAS-TE inh = FAS thioesterase domain inhibitors, primary screen, biochemical, fluorescence intensity, uHTS | recombinant FAS-TE, OMFH fluorogenic substrate, fluorescence endpoint | inhibition, % at 15 µM | 360,000 compounds, 0.67% hits | AID 602261, 2012;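 active means compounds whose normalised, plate-corrected inhibition of enzyme fluorescence in the single-dose primary screen is 50% or more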;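 further: 0% = DMSO with enzyme and 100% = substrate without enzyme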
SKN-1 block = suppressors of acrylamide-induced Pgst-4::GFP reporter in worms, primary screen, SKN-1 inhibitor project, whole organism, uHTS, GFP/RFP fluorescence ratio, strain VP596; C. elegans VP596 Pgst-4::GFP/RFP ratio, 24 h; inhibition, % at 21.8 µM; 360,000 compounds, 0.49% hits;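 active means interference check ratio from 0.5 to 1.5 plus GFP to RFP signal ratio inhibition reaching or exceeding a fixed threshold, cut at about 30% in these data, passing the limit was not always enough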; further: some compounds called inactive have numbers as strong as hits
Neddyl block = inhibitors of cullin neddylation, primary screen, biochemical, TR-FRET, uHTS, NAE and Ubc12; NEDD8-conjugating enzyme Ubc12 (Homo sapiens) + NEDD8-activating enzyme E1 regulatory …; calls only at 25 µM; 360,000 compounds, 0.58% hits; AID 651699, 2012; in the data active means inhibition above about 36%
E coli Lon inh = inhibitors of E. coli Lon protease, primary screen, biochemical, fluorescence polarization; inhibition, % at 7.94 µM; 360,000 compounds, 0.42% hits; purified E. coli Lon protease; in the data active means inhibition above about 13%, passing the limit was not always enough;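 further: 0% = enzyme with probe and DMSO and 100% = no enzyme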
CendR NRP1 mod = modulators of CendR peptide binding to NRP-1, primary screen, biochemical, fluorescence polarization, uHTS; AID 602438, 2012; Neuropilin-1 (Homo sapiens), O14786; 360,000 compounds, 0.85% hits; FAM-RPARPAR peptide binding to NRP-1; inhibition, % at 25 µM;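 active means inhibition or corrected inhibition above about 18%, plus a signal ratio from 0.5 to 1.5, limit read from the data, passing the limit was not always enough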; further: strong numbers were not always called active
MsrA act = bovine MsrA enzyme activators, primary screen, biochemical, absorbance, HTS | 360,000 compounds, 0.3% hits | Methionine sulfoxide reductase A (Bos taurus) | purified bovine MsrA, absorbance read-out | activation, % at 10.6 µM; in the data active means activation above about 7.5%;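 further: 0% = vehicle and 100% = reference activator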
MLLE-PAM2 inh = inhibitors of PABP1 MLLE–PAM2 peptide binding, primary screen, biochemical, fluorescence polarization, FITC-PAM2, GST-MLLE; Polyadenylate-binding protein 1 (Homo sapiens), P11940; 360,000 compounds, 0.36% hits; inhibition, % at 20 µM; in the data active means inhibition above about 35%, passing the limit was not always enough;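 further: plate controls were DMSO wells with GST-MLLE for no effect and wells lacking GST-MLLE protein for full effect; some results filed as inactive read as strong as hits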
Target sequence (P11940 whole entry, looked up): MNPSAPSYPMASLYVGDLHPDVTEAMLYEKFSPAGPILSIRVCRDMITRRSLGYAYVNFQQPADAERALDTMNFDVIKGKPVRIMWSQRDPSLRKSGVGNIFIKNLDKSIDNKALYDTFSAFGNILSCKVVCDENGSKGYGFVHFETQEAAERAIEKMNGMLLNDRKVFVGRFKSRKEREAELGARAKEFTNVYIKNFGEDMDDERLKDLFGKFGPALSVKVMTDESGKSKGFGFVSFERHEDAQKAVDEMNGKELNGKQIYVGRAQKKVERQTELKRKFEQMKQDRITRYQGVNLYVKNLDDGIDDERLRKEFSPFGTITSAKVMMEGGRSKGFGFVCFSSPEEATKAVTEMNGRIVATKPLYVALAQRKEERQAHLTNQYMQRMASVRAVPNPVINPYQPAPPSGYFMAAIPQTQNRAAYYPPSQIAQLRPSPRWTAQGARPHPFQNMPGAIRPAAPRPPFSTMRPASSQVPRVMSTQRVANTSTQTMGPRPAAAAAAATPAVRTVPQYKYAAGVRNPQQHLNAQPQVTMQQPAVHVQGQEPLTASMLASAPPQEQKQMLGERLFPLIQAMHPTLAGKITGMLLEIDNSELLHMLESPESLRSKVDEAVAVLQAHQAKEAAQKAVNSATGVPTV
MT1-MMP act inh = blockers of MT1-MMP proenzyme processing, primary screen, HT1080 RFP-PRO-GFP cells, GFP/RFP fluorescence; Matrix metalloproteinase-14 (Homo sapiens), P50281; GFP/RFP ratio fluorescence, overnight; percent of plate control window, DMSO zero; GFP/RFP ratio change, % at 20 µM; 360,000 compounds, 0.061% hits;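 active means GFP/RFP ratio change of at least 30% with cell ATP level not reduced by more than half and red fluorescence within 50% of control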; further: strong numbers were not always called active
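Assay system: HT1080 RFP-PRO-GFP cells | Dosing: 20 µM single dose, 1% DMSO | Incubation: Cells overnight before dosing, compound overnight, 37 °C, 5% CO2 | Evaluation: GFP/RFP fluorescence ratio | Control set: DMSO-only wells and HT1080 RFP-L50D-GFP cell wells as references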
Numbers without * were called inactive; i = inactive; / = no result given; & = joins results of further samples; ! = repeats disagree. A portion of the library. The share of hits here may be higher or lower than overall.

SMILES	Rin1-Abl PPI inh	FAS-TE inh	SKN-1 block	Neddyl block	E coli Lon inh	CendR NRP1 mod	MsrA act	MLLE-PAM2 inh	MT1-MMP act inh
CC(=O)O[C@H]1CC[C@@]2(C)C(=CC(=O)C3C2CC[C@@]2(C)C3C[C@H](OC(C)=O)[C@@H]2OC(C)=O)C1 (stereo not given in full)	1	-4	4	i	-7	15	-2	7	0
CCn1ccnc1CN1CCCC(C(=O)c2cc(C)c(OC)c(C)c2)C1 (stereo not given)	-4	-8	-2	i	1	5	-3	9	2
Cc1[nH]c2ccccc2c1CCNCc1cccnc1	-4	-4	-2	i	2	8	-5	6	-2
CCN(CC)C(=O)c1ccc(NC(=O)c2cccc(S(=O)(=O)N3CCN(Cc4ccccc4)CC3)c2)cc1	4	13	-21	i	-10	-9	-3	1	-7
COC(=O)C1=C(c2ccc(S(C)(=O)=O)cc2)C[C@@H]2CC[C@H]1N2C(=O)NCc1ccccc1	5	-6	-18	i	-2	4	-6	-15	-1
O=c1[nH]c(=O)n(-c2ccc(Cl)cc2)c(O)c1C=NCCN1CCCCC1	4	-3	0	i	-7	-9	-5	-13	0
C=CC1CN2CCC1CC2C(OC(C)=O)c1ccnc2ccc(OC)cc12 (stereo not given)	-4	-2	7	i	-10	5	-4	7	-2
FC(F)(F)c1ccccc1N1CC1c1ccncc1 (stereo not given)	1	-2	20	i	2	7	-1	0	0
Cn1c(N2CCNCC2)nc2ccccc21	-2	-5	-4	i	-1	6	-1	10	2
CN(C)C(=O)Oc1ccc2c(c1)O/C(=C\c1ccccc1)C2=O	-1	-6	-16	i	-4	9	-3	0	0
CCN(CC)c1ccc(N=Cc2c(O)n(-c3ccc(Cl)cc3)c(=O)[nH]c2=O)cc1	2	-112	5	i	-3	89	-1	-9	-97
COC(=O)C1=C(c2ccc(F)cc2OCc2ccccc2)C[C@@H]2CC[C@H]1N2C(=O)NCc1ccc(OC)cc1	0	32	13	i	1	2	-1	2	-6
O=C1NC(=O)C(Nc2ccc(Cl)c(Cl)c2)C(=O)N1	5	3	4	i	-12	21	1	6	0
COC(=O)C1=C(c2ccc3ccccc3c2)C[C@@H]2CC[C@H]1N2C(=O)NCCO	2	-2	-11	i	-4	-3	-5	-7	2
COc1cc2[nH]c(=O)n(-c3ccc(C)cc3)c(=O)c2cc1OC	-1	-6	-2	i	5	-3	-2	5	0
CC[C@@H](CO)NC(=O)[C@@H]1C=C2c3cccc4c3c(cn4C)C[C@H]2N(C)C1	-22&-17	-8&-7	18&26	i	38&36	41*	1&-3	75*!	-12&-13
CCOC(=O)c1cn2nc(OP(=S)(OCC)OCC)cc2nc1C	-5	4	5	i	4	-6	-7	16	-2
O=c1[nH]c2ccccc2n1C1CCN(C(c2cccs2)c2nnnn2Cc2ccccc2)CC1 (stereo not given)	3	20	13	i	-8	-9	-4	-7	-21
COC(=O)C1=C(c2ccc(Cl)c(C(F)(F)F)c2)C[C@@H]2CC[C@H]1N2C(=O)NCCOc1ccccc1Cl	-1	24	4	i	1	-6	-8	6	-5
Cc1cc(O)c2c(C)c(CC(=O)N3C[C@H]4C[C@@H](C3)c3cccc(=O)n3C4)c(=O)oc2c1	-7	-4	-5	i	-7	-1	-1	-9	0
Cc1ccc2nsnc2c1-n1c(C)nc2ccccc2c1=O	-2	-3	-4	i	11	1	-13	-1	-3
Clc1cccc(Cl)c1NC1=NCCS1	-1	-3	4	i	5	5	1	-6	0
O=c1c2ccccc2nc(-c2ccco2)n1-c1ccc(Br)cc1	-6	5	12	i	-2	0	-4	-11	2
O=C(C(=O)N1CCOCC1)c1cn(CCCOc2ccccc2)c2ccccc12	4	0	6	i	-6	6	-3	2	0
O=C(CN1C(=O)COc2ccccc21)N1CCC2(CC1)OCCO2	2	-7	0	i	3	-6	-1	-4	2
(more compounds)
SMILES	Rin1-Abl PPI inh	FAS-TE inh	SKN-1 block	Neddyl block	E coli Lon inh	CendR NRP1 mod	MsrA act	MLLE-PAM2 inh	MT1-MMP act inh
Cc1nc2cc(C(F)(F)F)ccc2n1C1CCN(Cc2nnnn2Cc2ccc3c(c2)OCO3)CC1	-2	28	18	i	-1	7	-8	-1	6
CCc1cc(=O)oc2c(C)c(OCC(=O)N3C[C@H]4C[C@@H](C3)c3cccc(=O)n3C4)ccc12	0	-2	0	i	-2	-8	-4	0	-4
CCCCn1c(=O)c(C=Nc2cccnc2Cl)c(O)n(CCCCl)c1=O	-3	15	5	i	-65	-7	-5	-13	-46
CC(Cc1ccccc1Sc1ccc(O)cc1)N(C)C (stereo not given)	2	-5	7	i	2	10	1	-7	-20
CCOC(=O)C1CCN(/C=C2/C(=O)NC(=S)N(c3cccc(OC)c3)C2=O)CC1	-4	0	-1	i	-6	-16	-2	-5	0
COC(=O)C1=C(c2ccc(OCc3ccccc3)cc2)C[C@@H]2CC[C@H]1N2C(=O)NCc1ccc([N+](=O)[O-])cc1	-1	39	-41	i	-17	2	-1	4	9
CCN1CCN(c2cc(N3CCCC3)c(F)cc2[N+](=O)[O-])CC1	-11	-8	20	i	0	-20	-1	7	7
CCOP(=S)(OCC)Oc1ccc2c(C)c(Cl)c(=O)oc2c1	-20	34	-2	i	0	-9	-1	-9	-3
COc1ccc2c(c1O)-c1c(OC)c(OC)cc3c1[C@H](C2)N(C)CC3	1	-2	5	i	-3	-14	-2	-12	1
CCOc1ccccc1-n1c(O)c(C=NCCCN(CC)CC)c(=O)[nH]c1=O	1	-4	-10	i	-6	-7	1	-8	2
O=C1/C(=C\c2ccc(Cl)cc2Cl)N2CCC1CC2	-2	26	20	i	3	-1	-1	1	-3
CCOc1cc(CN2CCN(C(=O)Cc3ccccc3)CC2)ccc1OC	2	-6	7	i	-3	-13	-3	-6	2
CC(C)OCCCNC(=O)c1c(N)n(Cc2cccs2)c2nc3ccccc3nc12	4	11	21	/	1	-2	-8	2	-4
NC(=O)c1cn(C2CCCCC2)c2ccccc2c1=O	10*	-4	-3	i	-7	3	-2	14	-7
CCc1ccc2nc(N3CCC(C(=O)N4CCC5(CC4)OCCO5)CC3)sc2c1	-5	6	-4	i	1	0	-4	-8	-2
O=S(=O)(c1ccc(F)cc1)N1CCCCC1c1cccnc1 (stereo not given)	1	4	4	i	-6	-7	5	-2	3
COc1ccc2c3c1O[C@H]1C(=O)CC[C@H]4[C@@H](C2)N(C)CC[C@]314	-1	2	0	i	-11	-29	-1	-6	2
CCOP(=O)(C(NC(=O)c1ccccc1Cl)=C(Cl)Cl)c1ccccc1 (stereo not given)	2	-3	11	i	-2	9	1	8	8
Cc1ccc(Cn2nc(C(=O)Nc3ccc(Br)cc3)cc2C)cc1	5	25	5	i	1	-2	-6	-16	6
O=C1OC(c2ccc([N+](=O)[O-])cc2)=N/C1=C/N1CC2CC(C1)c1cccc(=O)n1C2 (stereo not given)	-3	-3	-7	i	-4	-11	-9	-30	-25
COC(=O)C(O)(c1ccc2c(c1)CCCN2)C(F)(F)F (stereo not given)	2	-20	0	i	-24	10	-11	-5	4
COc1ccc(CCNCc2sccc2C)cc1	-1	-4	16	i	-10	-6	-3	-3	3
CCCC(C)C1(CC)C(=O)NC(=Nc2ccc(F)cc2)NC1=O (stereo not given)	-4	-8	-3	i	5	7	-1	2	-5
COC(=O)N(C)c1ccc(C(O)(C(=O)OC)C(F)(F)F)cc1 (stereo not given)	1	-6	13	i	-3	-10	-3	4	3
COc1ccc(C2=NCC(=O)N(CC(=O)NCc3ccco3)c3sc4c(c32)CCCC4)cc1	3	3	3	i	1	-3	-9	4	-3

Entries above that have an NH in an aromatic ring, in the order listed:
SMILES	Rin1-Abl PPI inh	FAS-TE inh	SKN-1 block	Neddyl block	E coli Lon inh	CendR NRP1 mod	MsrA act	MLLE-PAM2 inh	MT1-MMP act inh
Cc1[nH]c2ccccc2c1CCNCc1cccnc1	-4	-4	-2	i	2	8	-5	6	-2
O=c1[nH]c(=O)n(-c2ccc(Cl)cc2)c(O)c1C=NCCN1CCCCC1	4	-3	0	i	-7	-9	-5	-13	0
CCN(CC)c1ccc(N=Cc2c(O)n(-c3ccc(Cl)cc3)c(=O)[nH]c2=O)cc1	2	-112	5	i	-3	89	-1	-9	-97
COc1cc2[nH]c(=O)n(-c3ccc(C)cc3)c(=O)c2cc1OC	-1	-6	-2	i	5	-3	-2	5	0
O=c1[nH]c2ccccc2n1C1CCN(C(c2cccs2)c2nnnn2Cc2ccccc2)CC1 (stereo not given)	3	20	13	i	-8	-9	-4	-7	-21
CCOc1ccccc1-n1c(O)c(C=NCCCN(CC)CC)c(=O)[nH]c1=O	1	-4	-10	i	-6	-7	1	-8	2

Single records (already shown). Values in the order: Rin1-Abl PPI inh, FAS-TE inh, SKN-1 block, Neddyl block, E coli Lon inh, CendR NRP1 mod, MsrA act, MLLE-PAM2 inh, MT1-MMP act inh
CCOC(=O)C1CCN(/C=C2/C(=O)NC(=S)N(c3cccc(OC)c3)C2=O)CC1 across the screens: -4, 0, -1, i, -6, -16, -2, -5, 0
CC(C)OCCCNC(=O)c1c(N)n(Cc2cccs2)c2nc3ccccc3nc12 across the screens: 4, 11, 21, /, 1, -2, -8, 2, -4

The results go on.
SMILES	Rin1-Abl PPI inh	FAS-TE inh	SKN-1 block	Neddyl block	E coli Lon inh	CendR NRP1 mod	MsrA act	MLLE-PAM2 inh	MT1-MMP act inh
CCCOP(=O)(OCCC)C(NC(=O)c1ccccc1)=C(Cl)Cl	-3	5	-14	i	-9	-6	-4	0	-3
C(#CCN1CCCC1)CN1CCCC1	1	-3	-3	i	-5	-6	1	-2	4
O=C1NC(=O)C(=Cc2cc(Cl)ccc2OCc2ccc(C(=O)O)cc2)C(=O)N1	0	-6	-6	i	1	-24	-4	33	2
COc1ccc(CN2CCN(C(=O)Cc3ccccc3)CC2)c(OC)c1	0	-7	-11	i	-12	6	-4	12	1
CN1CCN(c2ccc([N+](=O)[O-])cc2Cl)CC1	0	3	-9	i	-2	-2	-9	4	-1
CC(=O)N(C1=NCCCS1)c1ccccc1F	0	-6	2	i	0	-13	-2	6	2
O=C(C1CCCN(c2nnc(-n3cccc3)s2)C1)N1CCC2(CC1)OCCO2 (stereo not given)	-2	-5	5	i	2	4	-1	0	6
CCCCn1c(O)c(/C=N/N2CCCCC2c2cccnc2)c(=O)[nH]c1=S (stereo not given)	2	-16	23	i	1	-27	-4	-32	-3
COC(=O)C1=C(c2cccc(OCc3ccccc3)c2)C[C@@H]2CC[C@H]1N2C(=O)NCc1ccc([N+](=O)[O-])cc1	-2	22	-4	i	2	-5	-1	5	5
